# Neddylation inh = blocks human cullin neddylation; TR-FRET cullin neddylation, biochemical; calls only at 25 µM; hit rate 0.58% among 360,000; AID 651699; in the data active = inhibition above about 36%
# MT1-MMP act inh = MT1-MMP (human) activation inhibition. HT1080 RFP-PRO-GFP cells, GFP/RFP ratio fluorescence, overnight; percent of plate control window, DMSO zero. P50281. hit rate 0.061% among 360,000. GFP/RFP ratio change, % at 20 µM. AID 651647;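 active = GFP/RFP ratio change of at least 30% with cell ATP level not reduced by more than half and red fluorescence within 50% of control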; note: strong numbers were not always called active
#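 Test system: HT1080 cells expressing an RFP-PRO-GFP fluorescent reporter construct / Compound dosing: single-point 20 µM compound, 1% DMSO / Schedule: cells overnight before dosing, compound overnight, 37 °C, 5% CO2 / Evaluation: GFP/RFP fluorescence ratio / Control set: DMSO and RFP-L50D-GFP cell wells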
# MsrA inh = inhibits bovine methionine sulfoxide reductase A | purified bovine MsrA, absorbance read-out | inhibition, % at 15.5 µM | hit rate 0.75% among 360,000 | AID 651718; in the data active = inhibition above about 4.5%;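 note: 0% = vehicle wells with enzyme and 100% = reference inhibitor wells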
# NRP1-CendR mod = alters CendR peptide binding to human NRP-1. FAM-RPARPAR peptide binding to NRP-1, fluorescence polarization. inhibition, % at 25 µM. hit rate 0.85% among 360,000;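 active = inhibition or corrected inhibition above about 18%, plus a signal ratio from 0.5 to 1.5, limit read from the data, passing the limit was not always enough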; note: strong numbers were not always called active
# SKN-1 inh = C. elegans SKN-1 inhibition | inhibition, % at 21.8 µM | hit rate 0.49% among 360,000 | C. elegans VP596 Pgst-4::GFP/RFP ratio, acrylamide-induced, 24 h;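 active = interference check ratio from 0.5 to 1.5 plus GFP to RFP signal ratio inhibition reaching or exceeding a fixed threshold, cut at about 30% in these data, passing the limit was not always enough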; note: some compounds called inactive have numbers as strong as hits
# Rin1-Abl PPI inh = human Rin1-Abl interaction inhibition; inhibition, % at 7.35 µM; TR-FRET Rin1/Abl binding, biochemical; hit rate 0.4% among 360,000; in the data active = inhibition above about 5%, passing the limit was not always enough
# MsrA act = activators of bovine methionine sulfoxide reductase A | hit rate 0.3% among 360,000 | activation, % at 10.6 µM | AID 602163 | purified bovine MsrA, absorbance read-out; in the data active = activation above about 7.5%;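 note: 0% = vehicle and 100% = reference activator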
# FAS-TE inh = FAS thioesterase (human) inhibition; inhibition, % at 15 µM; recombinant FAS-TE, OMFH fluorogenic substrate, fluorescence endpoint; P49327; hit rate 0.67% among 360,000;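 active = compounds whose normalised, plate-corrected inhibition of enzyme fluorescence in the single-dose primary screen is 50% or more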;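 note: 0% = DMSO with enzyme and 100% = substrate without enzyme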
# eLon inh = inhibitors of E. coli Lon protease; hit rate 0.42% among 360,000; inhibition, % at 7.94 µM; purified E. coli Lon protease, fluorescence polarization; in the data active = inhibition above about 13%, passing the limit was not always enough;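 note: 0% = enzyme with probe and DMSO and 100% = no enzyme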
# Target sequence (P0A9M0 whole entry, looked up): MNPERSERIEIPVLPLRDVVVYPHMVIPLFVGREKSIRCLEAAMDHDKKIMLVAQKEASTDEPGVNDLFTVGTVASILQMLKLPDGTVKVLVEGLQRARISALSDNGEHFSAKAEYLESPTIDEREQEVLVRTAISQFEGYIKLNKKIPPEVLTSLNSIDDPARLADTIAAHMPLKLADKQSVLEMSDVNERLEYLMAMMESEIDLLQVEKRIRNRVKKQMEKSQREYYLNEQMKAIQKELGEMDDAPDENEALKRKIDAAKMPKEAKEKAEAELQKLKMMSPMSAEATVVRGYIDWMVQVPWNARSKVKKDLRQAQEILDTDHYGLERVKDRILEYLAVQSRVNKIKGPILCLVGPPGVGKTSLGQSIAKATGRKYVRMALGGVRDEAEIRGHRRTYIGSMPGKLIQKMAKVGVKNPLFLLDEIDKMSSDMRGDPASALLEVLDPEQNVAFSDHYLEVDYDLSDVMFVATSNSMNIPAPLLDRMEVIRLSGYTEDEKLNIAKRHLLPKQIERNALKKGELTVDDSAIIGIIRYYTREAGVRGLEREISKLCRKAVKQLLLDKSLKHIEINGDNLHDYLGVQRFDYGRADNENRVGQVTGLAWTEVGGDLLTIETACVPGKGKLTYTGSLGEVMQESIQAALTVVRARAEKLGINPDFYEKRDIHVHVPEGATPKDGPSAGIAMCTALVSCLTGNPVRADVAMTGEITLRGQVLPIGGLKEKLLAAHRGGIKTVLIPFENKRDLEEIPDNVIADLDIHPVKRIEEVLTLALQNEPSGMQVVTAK
# An asterisk follows results filed as active; i = inactive; . = no result given; + = active, no number.
SMILES,Neddylation inh,MT1-MMP act inh,MsrA inh,NRP1-CendR mod,SKN-1 inh,Rin1-Abl PPI inh,MsrA act,FAS-TE inh,eLon inh
COc1ccc(OC)c(-c2cc(C(F)(F)F)c3c(n2)sc2c(O)cc(=O)[nH]c23)c1,i,-11,-0.9,-76,-5,2,5,-10,-6
O=C1CCCc2cc3c(ccc4ccccc43)cc21,i,0,1.2,-1,7,2,-3,26,4
O=C(COc1ccccc1Cl)N1CCN(c2ccc(F)cc2)CC1,i,4,-0.5,5,-4,2,-6,4,-4
Cc1c(Cl)ccc2c(C(=O)NCCN3CCCCC3)cc(-c3ccccn3)nc12,i,-3,-0.9,-7,5,-7,-2,6,5
COc1ccc(C(=O)Nc2nc3ccccc3[nH]2)cc1S(=O)(=O)N1CCCC1,i,5,2.1,10,-3,1,-4,-4,-2
O=C(COc1ccc(/C=N/NC(=O)c2ccccc2O)cc1)Nc1ccc([N+](=O)[O-])cc1,i,4,1.2,-11,4,1,-3,1,2
Cc1onc(-c2ccccc2Cl)c1C(=O)OCc1nnc(-c2ccccc2)o1,i,-1,0.2,-1,9,1,0,16,-12
O=C(O)c1cccc(NS(=O)(=O)c2cccc3nsnc23)c1,i,-1,-0.3,-4,2,2,-2,-5,7
Cc1ccccc1OCCCCN1CCCCC1,i,-1,0.1,-7,8,-2,-1,-2,1
O=C(c1ccccc1)N1CCN(Cc2ccccc2C(F)(F)F)CC1,i,-2,1.6,11,11,-1,-3,1,0
CC(=O)c1cccc(NC(=O)c2ccccc2N(Cc2ccccc2)S(C)(=O)=O)c1,i,-3,3.0,10,-2,-1,-2,-4,2
Cc1ccc(OCCCCN2CCCCC2)c(C)c1,i,1,-0.7,-17,-12,-1,-8,-7,4
C/C(=N\NC(=O)C1CC1)c1ccc(OC(F)F)cc1OC(F)F,i,4,-1.4,3,15,-3,0,-5,2
COc1ccc(C2C(C(=O)Nc3ccc(OC)c(OC)c3)c3ccccc3C(=O)N2C)cc1 (configuration not stated),i,-2,0.7,14,-9,-3,-6,-4,13
Cc1ccc(NNS(=O)(=O)c2ccc(C)cc2)cc1,i,1,0.0,28*,-2,5,-11,-7,-6
C/C(N)=C(/C#N)C(=O)COC(=O)CCSc1ccccc1Cl,i,-3,2.4,5,10,2,-3,24,-9
CCC(C)NC(=O)c1cc(CC(C)C)on1 (configuration not stated),i,4,0.7,-6,1,-2,-1,-9,-4
O=C(Nc1ccc2c(c1)OCO2)Nc1ccc(Br)cn1,i,-4,-1.0,2,4,-1,-14,-3,2
CC(C)(C)n1ncc2c(=O)n(CC(=O)N3CCN(c4ccccc4)CC3)cnc21,.,.,0.8,.,.,-5,0,.,-4
CC(=O)Nc1ccc(NC(=O)c2cc(-c3ccc(C)c(C)c3O)n[nH]2)cc1,i,2,-0.4,1,3,0,-2,-10,4
O=C(NCCS(=O)(=O)N1CCN(c2ccccc2)CC1)C1CC1,i,4,0.3,2,-2,4,0,-6,1
CCCCn1c(SCC(=O)N2CCCC2)nnc1-c1ccccc1,i,1,1.8,-2,10,2,0,-4,-4
CC(C)CCOc1ccc(NC(=O)C2OC3OC(C)(C)OC3C3OC(C)(C)OC23)cc1 (configuration not stated),i,3,0.7,10,12,2,1,0,0
CCn1c(C(=O)NCCCc2ccccc2)cc2sccc21,i,0,0.0,-4,-4,-6,0,39,1
N#Cc1c2c(c(NCc3cccnc3)n3c1nc1ccccc13)CCC2,.,0,0.0,0,-6,-6,-5,-2,-7
Cc1ccc(S(=O)(=O)N(C)C)cc1NC(=O)COC(=O)C1CCCC1,i,-1,1.6,5,14,3,-3,-7,-3
COc1ccccc1CCC(=O)OCC(=O)Nc1ccc(S(N)(=O)=O)cc1,i,3,-0.1,6,-18,2,-2,-3,-3
NC(Cc1ccccc1)c1csc(Nc2ccc(C(=O)c3ccccc3)cc2)n1 (configuration not stated),.,-10,0.6,-4,1,-9,1,-22,1
OCCC1CN(Cc2cccnc2)CCN1CCc1ccccc1 (configuration not stated),i,-1,-0.2,-1,8,-4,-4,-2,-2
O=C(NNc1cc(N2CCOCC2)nc(N2CCOCC2)n1)c1ccc([N+](=O)[O-])cc1,i,5,0.3,18,19,-6,-1,25,-6
O=C1CCCN1c1ccc([N+](=O)[O-])cc1,i,0,0.8,15,3,-1,-9,-3,0
Cc1ccccc1NC(=S)N(CCCN1CCC(C)CC1)Cc1ccco1,i,1,-0.8,16,-10,-3,-4,-12,-5
COc1ccc(CN2C(=O)C(CC(C)C)Nc3ncnc(N4CCN(c5ccccn5)CC4)c32)cc1 (configuration not stated),i,-2,1.2,4,24,5,-2,13,-6
O=C(NCCCCc1ccccc1)c1ccccc1,i,3,-1.1,9,7,3,-5,-4,13
NS(=O)(=O)c1ccc(Cc2ncc(C(F)(F)F)cc2Cl)s1,i,-1,-0.7,3,5,1,-3,-4,-5
CC(C)C(=O)NC(NC(=O)C(C)C)c1ccc([N+](=O)[O-])cc1,i,1,1.9,-1,2,-1,-9,-9,0
COc1ccc(-c2nn(-c3ccccc3)cc2/C=N/Nc2ccc(Cl)c(C(=O)O)c2)cc1OC,+,7,-1.0,-9,4,0,-5,8,-3
O=C1c2cccc3cc([N+](=O)[O-])cc(c23)C(=O)N1c1ccccc1O,i,-31,1.7,-6,9,-4,1,0,1
c1ccc2c(c1)sc1nnnn12,i,-3,1.5,8,-7,0,-2,-9,2
CCCNC(=O)C1(C)CCCN(C(=O)c2ccc3snnc3c2)C1 (configuration not stated),i,1,-0.9,-3,5,-4,-2,-9,-19
O=C(NNC(=O)c1cc(S(=O)(=O)N2CCOCC2)ccc1Cl)c1ccc(F)cc1,i,1,0.2,1,2,-3,-1,-1,-9
CC(C)(O)/C=C1/Oc2ccccc2C1N1CCCCC1 (configuration not stated),i,2,0.3,13,31,0,0,-4,-11
Nc1nc(CSc2ccc(Cl)cc2)nc(N2CCCCC2)n1,i,4,-0.1,3,17,-3,-3,16,-2
O=C1C(c2ccccc2)C(c2ccccc2)NC(c2ccccc2)C1c1ccccc1 (configuration not stated),i,0,0.0,9,3,0,-3,28,-4
COc1ccc(C(C)(O)c2nc(-c3ccc(OC)c(OC)c3)cs2)cc1 (configuration not stated),i,2,-2.1,-14,6,1,1,3,-6
COc1ccccc1NC(=O)Nc1ccccc1Br,i,0,0.1,4,10,1,-2,11,-3
COc1cccc(SCc2noc(C(=O)NC(C)C)c2C(=O)O)c1,i,3,0.7,-8,15,0,0,-9,-10
OCc1ccccc1-c1cccc2nccn12,i,-12,.,-4,20,-1,-3,-8,70*
NS(=O)(=O)c1ccc(NC(=S)NC(=O)C2CCCC2)cc1,i,-3,0.3,0,6,0,-1,-5,-2
C=CCN(C(=O)CNC(=O)c1ccco1)C(C(=O)NC1CCCCC1)c1ccccc1 (configuration not stated),i,-2,-1.4,13,13,-4,-1,-3,0
Cc1ccc(NC(=O)c2cccs2)cc1S(=O)(=O)N(C)C,i,0,-0.2,-3,5,-1,-5,-5,5
CC(C1CCN(Cc2cn(C)nc2-c2cccc(Cl)c2)CC1)N1CCOCC1 (configuration not stated),i,2,0.4,-10,-9,-2,-2,-6,0
Cc1cc(C)c(NC(=O)COC(=O)c2nc3nccc(C)n3n2)c(Cl)c1,i,2,-0.3,3,-1,2,-4,-10,-9
Cc1nc2cc(NC(=O)N3CCN(c4ccccn4)CC3)ccc2o1,i,5,-1.0,5,6,3,-5,-6,2
CCCCc1cc(=O)oc2c3c(cc(OCC(=O)N4CCC[C@H]4C(=O)O)c12)OC(C)(C)CC3,.,7,3.1,0,-6,-4,-1,15,2
CC(NC(=O)C1CCC1)c1ccc2c(c1)OCO2 (configuration not stated),i,5,-1.6,22,16,1,-2,-6,-2
Cc1cc2c(cc1C)-n1nnnc1C(N(C)Cc1ccccc1)C(=O)N2 (configuration not stated),i,-9,-0.2,3,-7,.,.,.,.
COc1ccccc1N1CCN(C(=O)CN(C)S(=O)(=O)c2cc(C)ccc2OC)CC1,i,-2,0.7,1,2,4,-8,-3,-5
Cn1nc(CC(=O)NCc2ccc(C(F)(F)F)cc2)c2ccccc2c1=O,i,6,0.0,-5,-23,2,-4,2,-2
Cc1ccc(C)c(NC(=S)NCCc2c[nH]c3ccccc23)c1,i,3,1.0,2,14,1,-8,8,14

# (list continues)
SMILES,Neddylation inh,MT1-MMP act inh,MsrA inh,NRP1-CendR mod,SKN-1 inh,Rin1-Abl PPI inh,MsrA act,FAS-TE inh,eLon inh
Cc1ccc(C(=O)NCCC(=O)N2CCOCC2)cc1,i,2,0.2,3,13,0,-3,-6,10
NC(=O)c1c(NC(=O)C(=O)N2CCOCC2)sc2c1CCCC2,i,2,3.1,32*,9,0,-5,-6,-5
Cn1c(=O)cc(SCC(=O)NCc2ccco2)c2ccccc21,i,4,1.4,-8,-28,-29,-7,-1,1
O=C1NC(c2ccccc2)Cc2ccncc21 (configuration not stated),i,0,0.3,7,4,1,-5,-6,-2
Cc1ccc2nc(SCC(=O)N3CCC(C)CC3)nc(=O)n2c1,i,4,2.0,-7,8,1,-2,-2,-15
O=C(OCC(=O)N1CCN(C(=O)c2ccco2)CC1)c1ccccc1Cc1ccccc1,i,7,-1.3,2,-2,1,-2,4,-1
Cc1cccn2c(=O)c3cc(C(=O)NCC(C)C)sc3nc12,.,0,0.8,12,12,-4,-3,0,3
Cc1ccc2c(c1)C(c1ccccc1)N(C(=O)CC(C)C)CC(=O)N2 (configuration not stated),i,-2,-0.1,1,17,1,0,-3,2
Cc1cc(C)c(S(=O)(=O)Nc2ccc(C(=O)O)cc2)cc1S(=O)(=O)Nc1ccc(C(=O)O)cc1,i,-1,0.6,-55,-13,0,-4,-3,4
CCOC(=O)C(C)(C)n1nnc(-c2ccc([N+](=O)[O-])cc2)n1,i,-2,-0.2,8,4,-2,-3,-3,4
COc1ccc(N2CCN(C(=O)COC(=O)c3cccc(S(=O)(=O)Nc4cccc(C)c4)c3)CC2)cc1,i,-13,-0.7,-13,-13,7,-8,22,2
CCOc1cc(NC(=S)Nc2cccc(OC)c2)c(OCC)cc1NC(=O)C1CC1,i,6,1.1,-7,6,-1,-4,5,-6
O=C(NCC1CCCO1)c1cc(-c2ccncc2)nc2ccccc12 (configuration not stated),i,-4,2.0,5,3,0,-2,-6,-4
CC(=O)c1c(C)[nH]c(C(=O)OCc2ccc(F)cc2Cl)c1C,i,-11,-0.5,-6,-2,0,-3,0,-3
COc1cc(-c2nnc(Cn3cc(C(F)(F)F)ccc3=O)o2)cc(OC)c1OC,i,3,-1.2,-8,3,-1,-7,-6,-2
O=C(CSCc1nc2ccccc2[nH]1)Nc1ccc2ccccc2c1,i,5,-0.2,-6,7,3,-3,-3,-2
